# Tat transport = E. coli Tat transport inhibition; actives 0.036% (n = 340,000); inhibition, % at 10 µM; E. coli MC4100 TorA-mCherry Tat export, fluorescence;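 active = mean replicate inhibition at least 50% and at least half of replicates individually reaching 50%; inconclusive = only one of the two criteria met; inactive = neither criterion met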;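 note: exported cargo escapes ClpAP degradation while cytoplasmic cargo is degraded and loses fluorescence; 0% = median of neutral control wells and 100% = median of NaSCN control wells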
# PKA-R1A activ = PKA-R1A complex activation; P00514+P68181; PKA-R1A dissociation, Cy5-IP20 fluorescence polarization; scaled: DMSO 0%, 113 µM cGMP 100%; activation, % at 11.4 µM; actives 0.083% (n = 340,000);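 active = percent activation above the mean of all tested compounds plus 3 SD, cut at about 19% in these data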;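 note: higher means more PKAc released from R1A so a rise in polarization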
# E coli growth = reduces bacterial viability in AddAB counter-screen | AID 449728 | inhibition, % at 11.9 µM | actives 0.27% (n = 330,000) | E. coli V3065 growth, OD600 absorbance, 18 h;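 active = inhibition above the campaign's mean inhibition across all tested compounds plus 3 SD, cut at about 9.9% in these data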;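 note: uninfected addAB+ strain grown without phage in ampicillin broth; 0% = DMSO wells and 100% = ciprofloxacin 0.95 µg/ml wells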
# AddAB inh = less growth of phage-infected E. coli with AddAB | E. coli expressing H. pylori AddAB, absorbance growth | inhibition, % at 11.9 µM | actives 0.29% (n = 330,000) | AID 435030; in the data active = inhibition above about 12%;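 note: 0% = vehicle wells of infected cells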
# CDK5 p35 inh = CDK5/p35 (human) kinase inhibition | Q00535+Q15078 | Recombinant CDK5/p35, ADP-Glo luminescence, 60 min | inhibition, % at 10 µM | actives 0.01% (n = 330,000) | AID 488839;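 active = highest replicate inhibition of at least 50% and at least 75% of replicates reaching 50%; inconclusive = only one of the two criteria met; inactive = both criteria failed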;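 note: plate controls were DMSO neutral control for no effect and GW8510 at 10 µM for full effect; many of its hits are not listed in these tables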
# HTR5A ag = counter-screen for OPRM1-OPRD1 agonists: human HTR5A agonism; P47898; HTR5A agonist assay, luminescence, cell-based; activation, % at 9.3 µM; actives 0.61% (n = 340,000); AID 504692; in the data active = activation mostly above about 9.5%, no sharp cut-off; inactive = mostly below about 7.6%;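 note: 0% = cells with vehicle only and 100% = reference agonist; strong numbers were not always called active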
# Target sequence (P47898 whole entry, looked up): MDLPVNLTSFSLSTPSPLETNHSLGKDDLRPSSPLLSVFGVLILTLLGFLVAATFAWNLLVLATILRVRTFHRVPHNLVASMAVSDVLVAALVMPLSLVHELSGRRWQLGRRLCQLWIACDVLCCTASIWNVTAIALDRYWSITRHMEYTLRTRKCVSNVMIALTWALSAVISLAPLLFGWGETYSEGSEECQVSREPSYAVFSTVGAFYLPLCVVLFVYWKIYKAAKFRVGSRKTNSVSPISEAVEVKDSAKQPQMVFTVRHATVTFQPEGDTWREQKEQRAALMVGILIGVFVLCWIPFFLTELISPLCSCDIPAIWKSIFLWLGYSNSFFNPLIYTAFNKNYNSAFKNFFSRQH
# PKA-R2B activ = PKA-R2B complex activation. P22694+P31323. PKA-R2B holoenzyme dissociation, Cy5-IP20 fluorescence polarization; R2B truncated from residue 108, S112A mutant; 0% DMSO only, 100% 113 µM cGMP. activation, % at 11.4 µM. actives 0.079% (n = 340,000). AID 504700;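 active = activation above a cutoff set at the mean over all compounds plus 3 SD, cut at about 18% in these data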;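 note: higher means more holoenzyme dissociation and a rise in polarization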
# Target sequence (P31323 whole entry, looked up, other chains not shown, the tested form may be a part): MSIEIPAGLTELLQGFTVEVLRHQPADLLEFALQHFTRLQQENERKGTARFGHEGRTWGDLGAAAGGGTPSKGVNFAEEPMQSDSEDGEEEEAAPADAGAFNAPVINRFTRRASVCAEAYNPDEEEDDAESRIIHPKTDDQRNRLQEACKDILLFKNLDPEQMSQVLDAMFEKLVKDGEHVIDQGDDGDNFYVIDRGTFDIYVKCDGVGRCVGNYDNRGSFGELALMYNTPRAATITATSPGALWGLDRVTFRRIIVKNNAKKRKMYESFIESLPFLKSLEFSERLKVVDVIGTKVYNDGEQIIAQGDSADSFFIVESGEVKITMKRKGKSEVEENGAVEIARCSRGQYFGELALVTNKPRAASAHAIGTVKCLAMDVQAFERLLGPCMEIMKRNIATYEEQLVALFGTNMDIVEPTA
# phage Ecoli inh = E. coli growth loss with phage present; growth absorbance; inhibition, % at 11.9 µM; actives 0.26% (n = 360,000); in the data active = inhibition above about 11%
# DAGLB inh = diacylglycerol lipase beta (human) inhibition; Q8NCG7; HEK293T DAGLB membrane lysate, EnzChek fluorogenic substrate; inhibition, % at 5.17 µM; actives 0.059% (n = 340,000); AID 504411; in the data active = inhibition above about 34%;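 note: 0% = enzyme with vehicle and 100% = wells lacking enzyme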
# Mot1-301 SUMO = SUMOylation pathway inhibition by Mot1-301 growth rescue; S. cerevisiae Mot1-301 growth rescue, ATP luminescence, 38.5C; percent above DMSO median, 100 means doubled; growth rescue, % at 18.8 µM; actives 1% (n = 320,000); AID 2716;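 active = every valid replicate shows activation above 250% relative to neutral control wells; inactive = the rest, any valid replicate at or below 250%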;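 note: OY570 slx delta 5 strain wells were the positive control but not used for scaling; some compounds called inactive have numbers as strong as hits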
# HTR5A inv ctr = counter-screen for OPRM1-OPRD1 inverse agonists: human HTR5A inverse agonism; P47898; HTR5A cell line, luminescence; inhibition, % at 9.3 µM; actives 0.083% (n = 340,000); AID 504634; in the data active = inhibition mostly above about 23%, no sharp cut-off; inactive = mostly below about 18%;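 note: 0% = cells with DMSO and 100% = no-cell wells with DMSO; some compounds called inactive have numbers as strong as hits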
# * marks the source's active call; other numbers are inactive results; ? = inconclusive; . = not tested or not shown. Only part of the results is shown; the hit share may differ from the screen's.
# The line under a structure holds: Tat transport	PKA-R1A activ	E coli growth	AddAB inh	CDK5 p35 inh	HTR5A ag	PKA-R2B activ	phage Ecoli inh	DAGLB inh	Mot1-301 SUMO	HTR5A inv ctr
O=C(CSC1c2ccccc2-c2ccccc21)N/N=C/c1ccccc1
  -2	-12	1.1	5.4	-0.2	0	-10	2.6	5	151	5
COc1cccc(N2C(=O)NC(=O)/C(=C\c3cn(C)c4ccccc34)C2=O)c1
  -4	5	-0.3	0.7	-1.5	0	4	1.4	2	5	0
CN1CCN(Cc2nc3ccccc3n2C)CC1
  -3	10	1.1	4.6	-1.9	-3	7	0.2	-1	37	6
CCN1CCN(c2ccc(N)c(C)c2)CC1
  0	-5	-0.8	-0.7	1.5	1	2	0.3	0	8	-4
CCOC(=O)CC(SP1(=S)OCC2(CCCCO2)C(C2CCCCO2)O1)C(=O)OCC (centres undefined)
  6	-3	.	.	-0.9	-4	8	0.7	-6	.	17
CSc1ccccc1C(=O)C1CCCN(Cc2cccc(C)n2)C1 (centres undefined)
  -1	-8	-3.0	0.2	-1.4	-2	-1	-0.7	0	-15	5
O=c1[nH]c(=S)n(C2CC2)c(O)c1C=NCCN1CCOCC1
  1	2	-0.4	0.8	1.6	4	-5	2.5	-2	-28	-5
Cc1ccc2c(c1)CCCN2N=O
  -8	8	-0.8	3.1	1.1	2	-14	2.1	-2	83	12
C[C@]12CC[C@H](O)CC1=CCC1C2CC[C@]2(C)C(=O)[C@H](Br)CC12 (some centres undefined)
  7	-4	-0.1	-2.9	0.3	-1	-7	3.8	-1	113	3
Cc1c(N=Nc2c(O)n(Cc3ccccc3)c(=O)[nH]c2=O)c(=O)n(-c2ccccc2)n1C
  7	1	-1.0	11	-0.3	-6	-3	-2.1	5	-2	-5
CN(C)CCN(C(=O)COc1ccc(Cl)cc1)c1nc2cc3c(cc2s1)OCO3
  1	-9	-0.7	2.5	1.0	9	4	2.0	0	14	-12
c1ccc(-c2ccc(-c3n(-c4ccccn4)c4ccccc4[n+]3-c3ccccn3)cc2)cc1
  12	-6	.	.	-0.3	-2	-5	4.7	0	.	5
CCOC1=C(N2CC2)C(=O)C(OCC)=C(N2CC2)C1=O
  0	-5	.	.	2.4	1	-2	-0.1	-2	.	-3
O=C(NC(Oc1ccccc1)C(Cl)(Cl)Cl)c1ccccc1 (centres undefined)
  -11	-2	0.6	-0.3	0.7	-2	-9	4.0	-4	2	15
Cc1ccccc1N1C(=O)CC(=O)N(c2ccccc2C)C1=O
  -3	6	-3.5	-3.2	-1.6	0	3	1.3	2	-10	-1
CC(=O)n1cc(C=C2C(=O)NC(=O)NC2=O)c2ccccc21
  -7	2	-1.9	0.8	.	0	-7	-0.2	0	31	-1
Oc1ccc(CC2(N3CCCC3)CCCCC2)cc1
  -4	-11	0.2	5.2	0.0	.	-5	0.0	-1	58	.
N#CC(=C(O)c1ccc(S(=O)(=O)N(CCCl)CCCl)cc1)c1nc2ccccc2[nH]1
  -11	-6	.	.	0.7	1	-11	2.2	-1	.	-3
COc1cccc(CNCCc2ccc3c(c2)OCO3)c1OC
  2	8	0.6	-0.2	-3.0	4	-2	-0.5	1	-3	-4
COc1ncccc1C(=O)NCC(CC(=O)O)c1ccccc1 (centres undefined)
  -5	-6	-1.0	0.5	-0.8	-6	5	1.7	-2	-12	15

# The results go on:
# The line under a structure holds: Tat transport	PKA-R1A activ	E coli growth	AddAB inh	CDK5 p35 inh	HTR5A ag	PKA-R2B activ	phage Ecoli inh	DAGLB inh	Mot1-301 SUMO	HTR5A inv ctr
Clc1ccc2sc(C3CCNCC3)nc2c1
  -3	6	-1.8	2.1	0.8	5	6	3.9	3	13	-19
COC(=O)C1=C(c2cc3ccccc3s2)C[C@@H]2CC[C@H]1N2C(=O)NC(C)C
  5	-3	-1.3	2.2	-2.7	-2	-4	3.8	-3	-12	5
N#CCCn1cc(C(=O)O)c(-c2cccc([N+](=O)[O-])c2)n1
  1	-4	0.9	1.9	-0.1	4	1	3.2	0	8	-9
COc1cc2c(cc1OC)C13CCN4CC5=CCOC6CC(=O)N2C1C6C5C3C4 (centres undefined) (tested in a mixture with another compound)
  5	-10	.	.	1.5	3	1	0.5	-1	.	-11
N=C1c2ccccc2CN1NC(=O)c1ccc(F)cc1
  0	2	-4.8	1.8	-0.6	0	0	-1.4	-1	-3	-1
CC(C)NS(=O)(=O)c1ccc(OCC(=O)N2CCN(Cc3ccc4c(c3)OCO4)CC2)c(Cl)c1
  -2	-1	-1.8	-1.3	-0.8	2	-17	3.4	1	-2	4
S=C(N1CCCCCC1)N1CC1
  ?	-11	.	.	-1.6	3	-2	1.2	1	.	-10
C=CCn1c(O)c(C(CC)=NCc2ccco2)c(=O)[nH]c1=O
  -10	-1	-1.2	1.1	0.2	-4	4	-1.4	-2	0	6
COc1cc2c(c(OC)c1)C(=O)OC(C)CCCC(=O)CCCCC2 (centres undefined)
  -6	7	-1.3	-0.7	-0.1	3	-1	2.9	-1	17	-3
CC(c1ccc(F)cc1)n1cc(C(=O)NCc2ccc3c(c2)OCO3)nn1 (centres undefined)
  0	2	-2.3	2.9	-1.1	-1	-4	4.3	-2	31	5
O=c1c2ccccc2nc(/C=C/c2ccccc2O)n1-c1ccccc1O
  0	-11	2.1	0.7	0.4	4	4	3.1	-3	80	-16
N=c1n(CCO)c2ccccc2n1Cc1ccccc1
  9	-2	0.2	5.7	-0.1	3	6	2.3	-6	25	-8
CCN(CC)c1ccc(N=Cc2c(O)n(-c3ccc(OC)cc3)c(=O)[nH]c2=O)cc1
  2	-4	0.1	-0.3	0.1	2	-14	1.4	6	4	4
CCN1C(=O)NC(=O)/C(=C\c2cn(CC(=O)N3CCCC3)c3ccccc23)C1=O
  3	0	-2.0	3.1	-0.7	2	-10	1.7	0	-6	-6
COc1ccc(S(=O)(=O)NCc2ccc(C(=O)N3CCC4(CC3)OCCO4)cc2)cc1
  -12	-6	1.0	2.3	2.3	3	1	.	1	5	-11
CCCNC(=O)N1[C@H]2CC[C@@H]1C(C(=O)OC)=C(c1cccc(C#N)c1)C2
  11	1	-2.0	0.3	-2.7	13*	-9	3.5	0	13	-4
Clc1ccc2c(c1)C(c1ccccc1Cl)=NCc1nnc(N3CCN(CCSc4ccccc4)CC3)n1-2
  3	-9	-2.0	-0.9	0.6	3	-5	1.4	-2	240	-6
Cc1ccc(-n2c(O)c(C=NCc3ccco3)c(=O)[nH]c2=S)cc1C
  -10	-8	-0.3	0.6	-0.8	-7	7	1.0	2	1	3
O=C(CN1CC=C(c2ccccc2)CC1)Nc1cc(Cl)ccc1Cl
  10	0	2.4	2.9	0.5	4	-8	0.9	-21	1	7
N/C(=N/[N+](=O)[O-])N1CCN(C(=O)Oc2ccc([N+](=O)[O-])cc2)CC1
  9	-12	-0.3	-0.8	-0.3	1	-5	1.8	1	-8	-3

# Full records as entered above. Screens in order: Tat transport | PKA-R1A activ | E coli growth | AddAB inh | CDK5 p35 inh | HTR5A ag | PKA-R2B activ | phage Ecoli inh | DAGLB inh | Mot1-301 SUMO | HTR5A inv ctr
# `O=c1c2ccccc2nc(/C=C/c2ccccc2O)n1-c1ccccc1O` as listed: 0 | -11 | 2.1 | 0.7 | 0.4 | 4 | 4 | 3.1 | -3 | 80 | -16
# `CCCNC(=O)N1[C@H]2CC[C@@H]1C(C(=O)OC)=C(c1cccc(C#N)c1)C2` as listed: 11 | 1 | -2.0 | 0.3 | -2.7 | 13* | -9 | 3.5 | 0 | 13 | -4
# `O=C(CN1CC=C(c2ccccc2)CC1)Nc1cc(Cl)ccc1Cl` as listed: 10 | 0 | 2.4 | 2.9 | 0.5 | 4 | -8 | 0.9 | -21 | 1 | 7

# (next part)
# The line under a structure holds: Tat transport	PKA-R1A activ	E coli growth	AddAB inh	CDK5 p35 inh	HTR5A ag	PKA-R2B activ	phage Ecoli inh	DAGLB inh	Mot1-301 SUMO	HTR5A inv ctr
CN(C)P1(N(C)C)=NC(C(F)(F)F)=NC(C(F)(F)F)=N1
  -8	6	-0.9	2.1	-0.1	1	-10	4.5	-3	-1	-19
CCOP(=O)(Oc1ccccc1)c1c([N+](=O)[O-])cc(C(F)(F)F)cc1[N+](=O)[O-] (centres undefined)
  -3	1	0.3	-1.3	1.3	-1	5	2.0	-2	-1	4
N#CC1=C(N)Oc2c(c(=O)sc3ccccc23)C1c1cccnc1 (centres undefined)
  -3	-8	-1.9	1.6	-0.6	2	-7	0.5	1	-12	-14
N[C@@H](Cc1c[nH]c2ccccc12)c1nnc(SCc2ccc(F)cc2)o1
  -3	-19	.	.	-0.3	2	-3	3.5	-3	.	-10
COc1ccc(-n2c(O)c(C(C)=NCCN3CCNCC3)c(=O)[nH]c2=O)cc1
  -3	7	3.2	2.0	0.1	7	-1	3.7	3	-5	7
COC(=O)C1=C(c2ccc(F)cc2F)C[C@@H]2CC[C@H]1N2C(=O)NCCCOC(C)C
  -2	-4	1.5	0.3	1.0	1	-2	2.2	0	9	-28
c1cncc(CNCCc2ccc3c(c2)OCO3)c1
  5	-9	-1.1	1.8	0.3	9	2	2.1	-2	16	-14
CC1N=C(c2ccccc2Cl)c2cc(Br)ccc2NC1=O (centres undefined)
  1	-9	-0.4	-1.6	-2.0	3	-9	-1.8	-1	11	-10
CC(=O)N(C)C1=Nc2ccc(Cl)cc2C(c2ccccc2)=[N+]([O-])C1
  0	3	.	.	-0.5	-4	4	2.9	1	.	14
CCN1C(=O)c2ccccc2Sc2ccc(C(=O)N3CCC4(CC3)OCCO4)cc21
  -12	-8	-0.2	-2.5	-0.8	1	-9	.	0	-10	14
O=S1(=O)CC2(N3CCOCC3)CCCCC21 (centres undefined)
  -4	10	-3.2	-1.4	0.1	0	-5	4.1	-2	-3	-21
O=P(OCC(F)(F)C(F)F)(N1CCCCC1)N1CCCCC1
  -13	-2	-2.3	-0.5	-0.2	-3	-6	-1.3	-1	-10	-15
Nc1ncc([N+](=O)[O-])s1
  -5	-11	3.2	2.7	-0.8	-3	-11	4.4	-2	-15	12
O=C1N[C@H](Cc2ccccc2)C(=O)N2[C@@H]3[C@H](C[C@@H]12)c1ccccc1N3OOSc1ccccc1
  -10	-2	-0.4	0.2	0.4	-2	4	2.3	0	282	0

# Quoted from the listing.
# E coli growth result of `COC(=O)C1=C(c2ccc(F)cc2F)C[C@@H]2CC[C@H]1N2C(=O)NCCCOC(C)C` : 1.5
# DAGLB inh result of `CC1N=C(c2ccccc2Cl)c2cc(Br)ccc2NC1=O` (centres undefined) : -1
# CDK5 p35 inh result of `COc1ccc(-n2c(O)c(C(C)=NCCN3CCNCC3)c(=O)[nH]c2=O)cc1` : 0.1
# CDK5 p35 inh result of `O=S1(=O)CC2(N3CCOCC3)CCCCC21` (centres undefined) : 0.1
# Mot1-301 SUMO result of `CN(C)P1(N(C)C)=NC(C(F)(F)F)=NC(C(F)(F)F)=N1` : -1
# PKA-R1A activ result of `CCOP(=O)(Oc1ccccc1)c1c([N+](=O)[O-])cc(C(F)(F)F)cc1[N+](=O)[O-]` (centres undefined) : 1

# High-throughput results as filed in PubChem BioAssay.
